# Screening results deposited in PubChem by several laboratories.
# procasp7 counter: counter-screen for procaspase-3 activators: activators of human procaspase-7. P55210. recombinant procaspase-7, Ac-DEVD-pNA absorbance 405 nm; D23A/D198A/D206A triple mutant, cannot self-cleave; scale: DMSO 0, 5 µM enzyme 100. activation, % at 8.5 µM. actives 0.093% (n = 330,000);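 active = percent activation above the screen-wide mean plus 3 SD, cut at about 25% in these data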
#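 buffer or medium = Zinc-free HEPES/NaCl buffer, pH 7.4 | material = Procaspase-7 triple mutant (PC-7 D3A) | input = 2 µM procaspase-7 mutant as dispensed | signal = Epi-absorbance of released pNA at 405 nm, two timepoints | timing = 1 h preincubation, 2 h reaction | replicates = singlicate compound testing | evaluation = % activation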
# AHR activator: human AHR activation | AHR-responsive luciferase reporter cells, luminescence | AID 2796 | P35869 | actives 2.5% (n = 320,000) | activation, % at 5 µM; in the data active = activation above about 47%;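 note: 0% = vehicle wells and 100% = reference agonist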
# LAP4 TOR yeast: alters LAP4-GFP fluorescence in TOR pathway yeast screen; GFP response vs DMSO, % at 10 µM; AID 2023; S. cerevisiae LAP4-GFP multiplex, flow cytometry GFP, 3 h; median GFP as percent of DMSO wells; actives 0.34% (n = 320,000);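 active = GFP response vs DMSO above a set limit, about the screen mean plus 3 SD, cut at about 150% in these data; inconclusive = under 70 cell events counted for the yeast strain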
# MEP2 TOR yeast: yeast TOR pathway MEP2-GFP modulation; S. cerevisiae MEP2-GFP strain, flow cytometry GFP, 3 h; 100% = DMSO control level; GFP response vs DMSO, % at 10 µM; actives 0.51% (n = 330,000); AID 2016;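 active = GFP response versus DMSO above a set limit, roughly screen mean plus 3 SD, cut at about 180% in these data; inconclusive = fewer than 70 cells counted for a yeast strain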;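 note: median GFP fluorescence of the barcode-gated MEP2-GFP cells per well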
# EBNA-1 inhibitor: blocks EBNA-1 binding to DNA; EBNA-1 DNA binding, fluorescence polarization; inhibition, % at 14.8 µM; actives 0.34% (n = 300,000); in the data active = inhibition above about 28%
# ZTA counter: blocks Epstein-Barr virus ZTA, an EBNA-1 counter-screen | P03206 | AID 2234 | inhibition, % at 11 µM | ZTA-DNA binding, fluorescence polarization | actives 0.15% (n = 320,000); in the data active = inhibition above about 33%
# procasp3 activ: procaspase-3 (human) activation; actives 0.11% (n = 330,000); recombinant procaspase-3 D3A, Ac-DEVD-pNA absorbance 405 nm; activation, % at 8.5 µM; AID 463141;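 active = activation above the mean of all tested compounds plus 3 SD, cut at about 21% in these data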;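 note: 0% = DMSO alone and 100% = DMSO wells spiked with extra 5 µM PC-3 D3A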
#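 Technique: 405 nm absorbance of p-nitroaniline, reads at 0 and 120 min; Test system: Procaspase-3 D3A mutant; Incubation: 1 h enzyme-compound preincubation, then 2 h substrate reaction, 25 °C; Repeats: singlicate, each compound tested once; Benchmarks: low control DMSO wells, high control DMSO plus 5 µM PC-3 D3A.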
# RPL19A-GFP yeast: alters RPL19A-GFP fluorescence in TOR pathway yeast screen | S. cerevisiae RPL19A-GFP strain, flow cytometry, 3 h; active compounds read low | percent response vs DMSO, % at 10 µM | AID 2025 | actives 0.3% (n = 330,000);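 active = percent response vs DMSO below 50%; inconclusive = fewer than 70 events counted for the yeast strain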;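 note: median channel GFP fluorescence of the barcoded RPL19A-GFP strain; ratio of sample median GFP to plate DMSO average so 100% = DMSO; lower means less RPL19A-GFP as with rapamycin TOR inhibition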
# An asterisk follows results filed as active; ? = inconclusive; / = not tested or not shown; & = joins results of further samples; [ ] = another dose, or the depositor's remark.
1. O=c1cc(-c2ccc(O)cc2)oc2cc(O[C@@H]3O[C@H](CO)[C@@H](O)[C@H](O)[C@H]3O[C@@H]3OC[C@](O)(CO)[C@H]3O)cc(O)c12
2. C=C1c2cccc(O)c2C(O)=C2C(=O)[C@]3(O)C(O)=C(C(N)=O)C(=O)[C@@H](N(C)C)[C@@H]3[C@@H](O)[C@H]12
3. CN(C)CCOc1ccccc1Cc1ccccc1
4. C[C@@H]1C[C@H]2[C@@H]3C[C@H](F)C4=CC(=O)C=C[C@]4(C)[C@@]3(F)[C@@H](O)C[C@]2(C)[C@@]1(O)C(=O)COC(=O)C(C)(C)C
5. COC(c1ccccc1)(c1ccccc1)C(Oc1nc(C)cc(C)n1)C(=O)O (centres undefined)
6. COc1ccc(/C=C/C(=O)O)cc1
7. C/C=C(/C)C(=O)O[C@@H]1c2cc(OC)c(OC)c(OC)c2-c2c(cc3c(c2OC)OCO3)C[C@H](C)[C@]1(C)O
8. CCCCOc1ccc(CC(=O)NO)cc1

Compound,1,2,3,4,5,6,7,8
procasp7 counter,1,-17,-2,-4,-5,1,-6,-3
LAP4 TOR yeast,/,104,108,100,89,96,127,105
procasp3 activ,-4,9,15,0,-5,2,3,5
MEP2 TOR yeast,/,102,103,94,96,100,90,97
EBNA-1 inhibitor,-8,13,1,-4,-1,/,4,6
RPL19A-GFP yeast,/,96,100,94,102,101,103,99
AHR activator,-1,1,0,6,-2,1,-2,2
ZTA counter,-20,31,21,-18,4,/,-17,6

# Looked up above:
# procasp7 counter result of cpd 2 : -17
# procasp7 counter result of cpd 3 : -2
# LAP4 TOR yeast result of cpd 7 : 127
# LAP4 TOR yeast result of cpd 6 : 96

# (continued)
9. CC(=O)Nc1ccccc1
10. COc1ccccc1OCCNCC(O)COc1cccc2[nH]c3ccccc3c12 (centres undefined)
11. CCCCC1C(=O)N(c2ccccc2)N(c2ccccc2)C1=O
12. COC(=O)C1=CO[C@@H](OC2OC(CO)C(O)C(O)C2O)[C@@H]2[C@@H](C)[C@@H](O)C[C@H]12 (some centres undefined)
13. C/C=C(/C)C(=O)OC1c2c(ccc3ccc(=O)oc23)OC(C)(C)C1OC(=O)/C(C)=C\C (centres undefined)
14. COc1cc([C@H]2Oc3cc([C@H]4Oc5cc(O)cc(O)c5C(=O)[C@@H]4O)ccc3O[C@@H]2CO)ccc1O
15. O=C(O)CNC(=O)c1ccccc1
16. CCOC(=O)NNc1nncc2ccccc12

Compound,9,10,11,12,13,14,15,16
procasp7 counter,1,7,-15,1,-10,6,2,2
LAP4 TOR yeast,91,105,102,106,95,105,105,107
procasp3 activ,14,9,2,6,-4,1,6,8
MEP2 TOR yeast,105,103,93,112,102,97,95,105
EBNA-1 inhibitor,/,4,-9,-5,-20,-3,-6,2
RPL19A-GFP yeast,103,103,100,103,95,101,95,102
AHR activator,-1,37,1,-1,2,-2,5,0
ZTA counter,/,-6,1,10,3,2,9,-3

# Molecules shown so far that have an aryl methoxy group, in the order listed:
6. COc1ccc(/C=C/C(=O)O)cc1
7. C/C=C(/C)C(=O)O[C@@H]1c2cc(OC)c(OC)c(OC)c2-c2c(cc3c(c2OC)OCO3)C[C@H](C)[C@]1(C)O
10. COc1ccccc1OCCNCC(O)COc1cccc2[nH]c3ccccc3c12 (centres undefined)
14. COc1cc([C@H]2Oc3cc([C@H]4Oc5cc(O)cc(O)c5C(=O)[C@@H]4O)ccc3O[C@@H]2CO)ccc1O

Compound,6,7,10,14
procasp7 counter,1,-6,7,6
LAP4 TOR yeast,96,127,105,105
procasp3 activ,2,3,9,1
MEP2 TOR yeast,100,90,103,97
EBNA-1 inhibitor,/,4,4,-3
RPL19A-GFP yeast,101,103,103,101
AHR activator,1,-2,37,-2
ZTA counter,/,-17,-6,2

# Further entries
17. CNC(=O)c1cc(Oc2ccc(NC(=O)Nc3ccc(Cl)c(C(F)(F)F)c3)cc2)ccn1
18. COc1ccc2nc(NC(=O)Nc3ccccc3)sc2c1
19. CCCOC(=O)c1ccc(O)cc1
20. CNc1c2c(nn1C)CCCC2
21. Cc1cccc2c1NC(=O)/C2=C\C(=O)c1cccs1
22. Nc1ncnc2nc[nH]c12
23. CCC(=O)O[C@]1(C(=O)SCF)[C@H](C)C[C@H]2[C@@H]3C[C@H](F)C4=CC(=O)C=C[C@]4(C)[C@@]3(F)[C@@H](O)C[C@@]21C
24. CC(C)(CO)C(O)C(=O)NCCCO (centres undefined)

Compound,17,18,19,20,21,22,23,24
procasp7 counter,4,-1,1,-1,-8,3&5&-9,-3,1
LAP4 TOR yeast,120,120,100,90,185*,101&110&108,103,97
procasp3 activ,0,1,6,1,-7,-1&12&9,-28,0
MEP2 TOR yeast,91,103,105,95,90,102&99&109,95,96
EBNA-1 inhibitor,/,-3,-9,-5,5,-1&2&-17,0,7
RPL19A-GFP yeast,98,111,94,98,88,100&109&101,96,94
AHR activator,-6,7,0,-3,84*,1&-1&3,18,0
ZTA counter,23,-17,-3,3,-1,9&11&2,9,6

25. CC[C@]1(O)C[C@@H]2CN(CCc3c([nH]c4ccccc34)[C@@](C(=O)OC)(c3cc4c(cc3OC)N(C)[C@H]3[C@@](O)(C(=O)OC)[C@H](OC(C)=O)[C@]5(CC)C=CCN6CC[C@]43[C@@H]65)C2)C1
26. O=C(O)/C=C/c1ccc(O)cc1
27. NC(N)=NC(=O)Cc1c(Cl)cccc1Cl
28. CCCCCCc1ccc(O)cc1O
29. Cn1c(=O)c2c(ncn2CCO)n(C)c1=O
30. COc1c(O)cc2c(c1O)[C@@H]1O[C@H](CO)[C@@H](O)[C@H](O)C1OC2=O (some centres undefined)
31. Cc1cccc(C)c1NC(=O)C1CCCCN1C (centres undefined)
32. COc1ccc2ccc(=O)oc2c1

Compound,25,26,27,28,29,30,31,32
procasp7 counter,-12,0,-1,0,5,3,-13,7
LAP4 TOR yeast,109,106,98[may fluoresce red],105,102,97,126,101
procasp3 activ,-4,-1,11,11,6,6,-1,9
MEP2 TOR yeast,99,104,79[may fluoresce red],96,90,115,102,107
EBNA-1 inhibitor,-4,6,7,-4,8,2,0,-7
RPL19A-GFP yeast,100,102,?,91,101,93,101,100
AHR activator,9,0,0,2,-1,-1,0,0
ZTA counter,-14,8,3,-6,11,-11,-1,-2

# Looked up by compound from above:
26. O=C(O)/C=C/c1ccc(O)cc1
25. CC[C@]1(O)C[C@@H]2CN(CCc3c([nH]c4ccccc34)[C@@](C(=O)OC)(c3cc4c(cc3OC)N(C)[C@H]3[C@@](O)(C(=O)OC)[C@H](OC(C)=O)[C@]5(CC)C=CCN6CC[C@]43[C@@H]65)C2)C1
32. COc1ccc2ccc(=O)oc2c1
28. CCCCCCc1ccc(O)cc1O
31. Cc1cccc(C)c1NC(=O)C1CCCCN1C (centres undefined)

Compound,26,25,32,28,31
procasp7 counter,0,-12,7,0,-13
LAP4 TOR yeast,106,109,101,105,126
procasp3 activ,-1,-4,9,11,-1
MEP2 TOR yeast,104,99,107,96,102
EBNA-1 inhibitor,6,-4,-7,-4,0
RPL19A-GFP yeast,102,100,100,91,101
AHR activator,0,9,0,2,0
ZTA counter,8,-14,-2,-6,-1

# (next part)
33. CC12CCC(=O)C=C1CCC1C2CCC2(C)C1CC[C@]2(O)C(=O)CO (some centres undefined)
34. COc1ccc(CN2CCN(C(c3ccc(F)cc3)c3ccc(F)cc3)CC2)c(OC)c1OC
35. Cc1[nH]c2ccccc2c1/C=N/NC(N)=S
36. C[C@H]1c2cccc(O)c2C(O)=C2C(=O)[C@]3(O)C(O)=C(C(N)=O)C(=O)[C@@H](N(C)C)C3[C@@H](O)C21 (some centres undefined)
37. COc1ccc(/C=N/NC(=O)c2ccncc2)cc1OC
38. O=c1ccn([C@H]2C[C@H](O)[C@@H](CO)O2)c(=O)[nH]1

Compound,33,34,35,36,37,38
procasp7 counter,3,4,-3,-6,5,8
LAP4 TOR yeast,105,107,114,100,96,106
procasp3 activ,-1,5,-9,-7,1,8
MEP2 TOR yeast,96,98,92,94,96,94
EBNA-1 inhibitor,1,8,-2,-2,-2,4
RPL19A-GFP yeast,101,100,94,97,100,96
AHR activator,0,-1,5,0,10,-1
ZTA counter,9,8,-4,7,3,8

# A portion of the library (hit frequency here may not be typical).
